# Compound activity (PubChem BioAssay)
# GPR151 ag: activators of human GPR151, primary screen, cell-based, PathHunter beta-arrestin, luminescence | G-protein coupled receptor 151 (Homo sapiens), Q8TDV0 | PathHunter beta-arrestin GPR151 cells | activation, % at 11.2 µM | 650,000 tested, 1% active | AID 1508602, 2020; in the data active = activation above about 4.9%;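 also: 0% = median of compound wells and 100% = cells with positive control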
# MITF inh: MITF inhibitors, primary screen, biochemical, AlphaScreen, human; Microphthalmia-associated transcription factor (Homo sapiens), O75030; AlphaScreen MITF homodimerization, bead proximity signal; inhibition, % at 2.6 µM; 650,000 tested, 0.91% active; AID 1259374, 2018; in the data active = inhibition above about 50%;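 also: 0% = vehicle wells with protein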
# TEAD-YAP inh: TEAD-YAP interaction inhibition, primary screen, TEAD-YAP interaction inhibitor project, luminescence, HEK-TIYL cells; TEAD-Gal4/YAP UAS-luciferase luminescence; inhibition, % at 9.12 µM; 640,000 tested, 1.4% active; in the data active = inhibition above about 32%;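 also: 0% = median of test compound wells and 100% = reference inhibitor wells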
# FBW7 act: FBW7 E3 ligase activators, primary screen, biochemical, AlphaScreen, human; F-box/WD repeat-containing protein 7 (Homo sapiens), Q969H0; AlphaScreen FBW7–phospho-cyclin E peptide binding, activator screen; normalized activity (activation), % at 26.1 µM; 650,000 tested, 0.13% active; AID 1259310, 2017; in the data active = normalized activity above about 1.9%;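 also: purified mutant Fbw7 with reduced substrate affinity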
# Target sequence (Q969H0 whole entry, looked up): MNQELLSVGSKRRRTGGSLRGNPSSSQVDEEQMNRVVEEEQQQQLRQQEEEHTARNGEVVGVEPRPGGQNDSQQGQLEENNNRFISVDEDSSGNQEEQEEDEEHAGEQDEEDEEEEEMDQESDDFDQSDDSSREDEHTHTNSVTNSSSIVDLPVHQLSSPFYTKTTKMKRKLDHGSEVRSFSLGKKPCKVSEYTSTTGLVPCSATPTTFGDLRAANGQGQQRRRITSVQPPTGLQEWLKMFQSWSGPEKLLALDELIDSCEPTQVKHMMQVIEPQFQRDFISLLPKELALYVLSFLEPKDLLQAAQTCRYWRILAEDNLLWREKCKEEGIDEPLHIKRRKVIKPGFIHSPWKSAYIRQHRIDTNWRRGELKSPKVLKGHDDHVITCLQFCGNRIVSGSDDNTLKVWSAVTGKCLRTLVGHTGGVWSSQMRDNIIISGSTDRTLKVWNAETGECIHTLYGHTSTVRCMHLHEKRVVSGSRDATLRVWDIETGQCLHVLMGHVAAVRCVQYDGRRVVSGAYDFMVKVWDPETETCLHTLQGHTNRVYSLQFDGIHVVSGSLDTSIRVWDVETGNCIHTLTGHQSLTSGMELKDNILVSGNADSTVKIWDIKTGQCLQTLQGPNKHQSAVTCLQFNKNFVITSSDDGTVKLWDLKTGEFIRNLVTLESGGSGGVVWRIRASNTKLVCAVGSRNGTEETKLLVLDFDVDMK
# * hit, by the source's call; / = no result given.
no.	structure	GPR151 ag	MITF inh
1	Cc1cc(NNC(=S)S)nc(N)n1	-1.6	-1.1
2	CCS(=O)(=O)n1nc(-c2ccc(Cl)cc2)nc1SC	2.1	14.7
3	O=C(c1sc2ccccc2c1Cl)N(Cc1ccccc1)Cc1ccccc1	2.2	14.2
4	CCc1ccc(NC(=O)CSc2nc3cc(C(=O)NCCCOC(C)C)ccc3c(=O)n2Cc2ccco2)cc1	-1.1	-4.6
5	O=C(NCC1CCC2(CCN(Cc3ccc4nsnc4c3)CC2)O1)c1ccco1 (stereo not given)	0.2	0.5
6	CC1CCCCN1S(=O)(=O)c1ccc(S(=O)(=O)NCCc2ccncc2)cc1 (stereo not given)	-0.3	17.2
7	CN1C=C(C(N)=O)C=C/C1=C(/C#N)c1nc2ccccc2s1	0.6	-1.5
8	CCOc1ccc(-c2nnc3ccc(SC(CC)C(=O)OC)nn23)cc1 (stereo not given)	1.1	-4.2
9	CC(C)CCOc1cccc(C(=O)Nc2ccc(NC(=O)c3ccc(C(C)(C)C)cc3)cc2)c1	0.7	-2.2
10	Cc1ccccc1OCCCOc1ccccc1/C=C1\NC(=O)NC1=O	-0.4	18.0

no.	TEAD-YAP inh	FBW7 act
1	1.2	0.0
2	-40.3	-0.2
3	-2.6	0.0
4	0.2	0.0
5	-5.4	0.9
6	-8.2	0.9
7	8.1	-0.1
8	-8.4	0.2
9	2.7	0.0
10	0.9	0.1

# In another format: four of the compounds above.
7) CN1C=C(C(N)=O)C=C/C1=C(/C#N)c1nc2ccccc2s1
  GPR151 ag: 0.6
  MITF inh: -1.5
  TEAD-YAP inh: 8.1
  FBW7 act: -0.1
8) CCOc1ccc(-c2nnc3ccc(SC(CC)C(=O)OC)nn23)cc1 (stereo not given)
  GPR151 ag: 1.1
  MITF inh: -4.2
  TEAD-YAP inh: -8.4
  FBW7 act: 0.2
9) CC(C)CCOc1cccc(C(=O)Nc2ccc(NC(=O)c3ccc(C(C)(C)C)cc3)cc2)c1
  GPR151 ag: 0.7
  MITF inh: -2.2
  TEAD-YAP inh: 2.7
  FBW7 act: 0.0
10) Cc1ccccc1OCCCOc1ccccc1/C=C1\NC(=O)NC1=O
  GPR151 ag: -0.4
  MITF inh: 18.0
  TEAD-YAP inh: 0.9
  FBW7 act: 0.1

# Further results follow.
no.	structure	GPR151 ag	MITF inh
11	COc1ccc(NC(=O)C(Cc2ccc(C)cc2)C(C)C(=O)O)cc1 (stereo not given)	-0.8	-3.6
12	O=C1N[C@@H](COCc2ccccc2)C(=O)N2C[C@@H](NCc3nc4ccccc4s3)C[C@@H]12	1.3	19.8
13	COc1ccc(-c2nnc(SCC(=O)c3ccc4ccccc4c3)o2)cc1	-0.6	-5.5
14	Cc1ccc(NC(=O)CSc2nc3ccccc3nc2Cc2ccc(F)cc2)cc1	-0.7	3.0
15	CC(C)[C@@H]1NC(=O)[C@H]2CN(Cc3cnn(-c4ccc(F)cc4)c3)CCN2C1=O	1.0	9.0
16	COC(=O)C(CC(C)C)NC(=O)c1ccccc1Cl (stereo not given)	-0.5	9.1
17	COc1ccc(-c2nc(NCCN3CCOCC3)c3cc(OC)c(OC)cc3n2)cn1	2.1	7.7
18	COc1cccc(/C=C2/SC(=Nc3ccccc3)N(CCc3ccccc3)C2=O)c1O	-1.2	8.7
19	O=C(Cc1ccsc1)NCC(c1ccco1)N1CCCCC1 (stereo not given)	0.3	5.0
20	CCOc1ccccc1OCC(=O)OCc1ccccc1	-0.5	1.7

no.	TEAD-YAP inh	FBW7 act
11	-9.9	-0.1
12	5.0	0.3
13	3.6	0.0
14	0.7	-0.1
15	5.2	-0.2
16	-5.9	0.0
17	-2.7	0.1
18	5.7	0.1
19	2.0	0.0
20	2.7	0.1

# The list goes on:
no.	structure	GPR151 ag	MITF inh
21	O=C(CCc1nnc(CCC2CCCCC2)o1)N1CCN(c2ncccn2)CC1	0.1	-13.3
22	COc1ccc(C2C(=O)N(C3CCCC3)CC(=O)N2C2CCCc3ccccc32)cc1 (stereo not given)	0.9	2.5
23	O=C1OC(c2ccccc2Cl)=N/C1=C\c1ccc(OCc2ccccc2Cl)cc1	-0.6	-1.7
24	COC(=O)CCC(=O)NCC1Cc2cc(-c3ccc(C(C)=O)s3)cc(Cl)c2O1 (stereo not given)	-1.3	-1.5
25	COc1ccc(C)cc1Nc1nc2ccc(Cl)cc2n2cnnc12	-1.2	12.3
26	O=C(Cc1c[nH]c2ccccc12)N1CCN(c2ccccc2)CC1	1.6	4.6
27	CCN(C(=O)c1cc(-c2ccccc2)nc2ccccc12)c1ccccc1	-1.2	-9.6
28	O=C(N/N=C/c1ccccc1[N+](=O)[O-])C(O)c1ccc(Br)cc1 (stereo not given)	2.4	-2.2
29	CC(C)OCCCNc1nc2c(-c3ccccc3)nnn2c2ccccc12	0.1	4.4
30	COc1ccc(OC)c(C2C(C(=O)OC(C)C)=C(C)NC3=C2C(=O)CC(c2ccc(OC)c(OC)c2)C3)c1 (stereo not given)	-1.2	-3.5

no.	TEAD-YAP inh	FBW7 act
21	-43.4	0.2
22	5.6	-0.1
23	-3.7	-0.1
24	-17.3	0.1
25	-6.3	0.1
26	7.1	0.0
27	4.6	0.2
28	-18.4	0.0
29	0.6	0.8
30	1.9	0.2

# (continued)
no.	structure	GPR151 ag	MITF inh
31	CC(C)(C)c1ccc(CSc2nc3ccc(NC(=O)c4ccccc4Br)cc3s2)cc1	-1.5	6.0
32	O=C(CN(c1ccc(Br)cc1)S(=O)(=O)c1ccccc1)N1CCCCCC1	-1.2	10.6
33	CC(=O)C1=C(C)NC(=S)NC1c1cc([N+](=O)[O-])ccc1O (stereo not given)	0.5	7.9
34	Cc1nc(CC(=O)N2CC[C@H]3[C@H](CCC(=O)N3CC3CCCCC3)C2)cs1	-0.3	-4.8
35	c1ccc2c(c1)nc(N1CCN(C3CCCCC3)CC1)c1nnnn12	0.5	-0.5
36	COC(=O)c1ccccc1NC(=O)CN1CCN(C)CC1	0.9	-6.5
37	CC1(C)CC(=O)c2sc(NC(=O)c3cccc(F)c3)nc2C1	-5.6	-2.5
38	COc1ccccc1-n1c(SC)nc2c(c1=O)SCC2	1.7	2.3
39	Cc1ccccc1C(=O)Oc1coc(CSc2nnc(NC(=O)C3CC3)s2)cc1=O	-0.9	6.5
40	CC(=O)N1CCC(N(C(=O)c2cc(Cl)nc(Cl)c2)C2CC2)CC1	1.9	7.7

no.	TEAD-YAP inh	FBW7 act
31	21.4	0.3
32	8.0	0.4
33	9.0	0.0
34	-26.1	0.1
35	0.4	-0.1
36	11.2	-0.2
37	-33.4	0.1
38	1.4	-0.2
39	-0.2	0.0
40	-3.5	-0.2

# Later entries:
no.	structure	GPR151 ag	MITF inh
41	CSc1cccc2sc(NC(=O)c3cc(C)oc3C)nc12	0.4	0.2
42	CC1=C(C(=O)OCCOC(C)C)C(c2ccc(Br)s2)C2=C(CC(C)(C)CC2=O)N1 (stereo not given)	-0.4	3.5
43	Cc1ccc(N2CC(C(=O)Nc3ccc([N+](=O)[O-])cc3)CC2=O)cc1 (stereo not given)	-1.4	18.5
44	c1ccc(Cn2nnnc2C(c2cccs2)N2CCSCC2)cc1 (stereo not given)	-0.7	4.8
45	COc1ccc(/C=N\N=C2/SC(CC(=O)O)C(=O)N2c2ccc(O)cc2)cc1OC (stereo not given)	0.0	-7.1
46	CC1(C)CC(=O)C2=C(C1)OC(=O)C2(NC(=O)c1ccc(F)cc1)C(F)(F)F (stereo not given)	0.0	9.5
47	CCS(=O)(=O)N1CCC(C(=O)NCCN2C(C)CCCC2C)CC1 (stereo not given)	1.4	-4.9
48	Cc1cc(C(=O)COc2ccc(-c3nnco3)cc2)c(C)n1Cc1ccccc1	1.5	-1.6
49	Cc1ccc(NC(=O)CSCC(=O)NCCc2ccccc2)c(C)c1	0.6	5.3
50	COc1ccc([N+](=O)[O-])cc1N(CC(O)CN1C(=O)NC(C)(C)C1=O)S(=O)(=O)c1ccc(C)cc1 (stereo not given)	-1.6	12.3

no.	TEAD-YAP inh	FBW7 act
41	-0.4	-0.1
42	5.5	0.0
43	3.4	0.1
44	2.3	-0.1
45	-7.9	-0.1
46	16.1	0.1
47	-8.0	-0.1
48	-5.2	-0.2
49	7.0	0.0
50	6.8	0.3

# Further results follow:
no.	structure	GPR151 ag	MITF inh
51	CC1(C2CCN(C(=O)CCCc3ccccc3)CC2)NC(=O)N(Cc2ccsc2)C1=O (stereo not given)	-0.7	25.1
52	COC(=O)c1ccc(NC(=O)/C(=C\c2ccco2)NC(=O)c2ccco2)cc1	-0.6	-2.1
53	CCOC(=O)c1c(NC(=O)CSc2nnc3c4ccccc4n(C)c3n2)sc2c1CCC2	2.0	-5.6
54	CCOc1ccc(C(c2nnnn2C(C)C)N2CCN(Cc3ccccc3)CC2)cc1 (stereo not given)	-1.3	9.1
55	CC1CCN(c2nc3c(c(=O)[nH]2)CCN(Cc2ccco2)C3)CC1	0.1	1.6
56	O=C(O)c1ccc(-c2ccccc2[N+](=O)[O-])o1	-1.2	1.7
57	O=C(Nc1ccccc1)c1ccccc1OCC(O)Cn1c2ccccc2c2ccccc21 (stereo not given)	12.5*	-11.7
58	C=CCNC(=O)CSc1nnc(-c2cn(C)nc2OC)n1C	0.5	-1.6
59	CCOc1ccc(Oc2ccc(S(=O)(=O)N(CC)CC)cc2N)cc1	2.1	-10.2
60	CC(=O)Nc1nonc1-c1nc2ccccc2n1Cc1ccc(C(C)(C)C)cc1	-0.5	-2.4

no.	TEAD-YAP inh	FBW7 act
51	-1.4	0.7
52	-12.6	0.0
53	0.0	-0.1
54	-5.1	0.0
55	4.0	-0.1
56	0.7	-0.3
57	10.5	0.0
58	2.8	0.8
59	16.4	-0.1
60	-1.9	-0.1

# Profiles as entered above. Order of values: GPR151 ag | MITF inh | TEAD-YAP inh | FBW7 act
# Shown for CCc1ccc(NC(=O)CSc2nc3cc(C(=O)NCCCOC(C)C)ccc3c(=O)n2Cc2ccco2)cc1 : -1.1 | -4.6 | 0.2 | 0.0
# Shown for CCOc1ccc(Oc2ccc(S(=O)(=O)N(CC)CC)cc2N)cc1 : 2.1 | -10.2 | 16.4 | -0.1

# Additional records follow.
no.	structure	GPR151 ag	MITF inh
61	CC1=C(C(=O)Nc2ccc(Br)cn2)C(c2ccccc2C(F)(F)F)C2=C(CCCC2=O)N1 (stereo not given)	0.2	14.3
62	Cc1ccc(N(CC(=O)NC2CCCCC2)C(=O)CCC(=O)Nc2ccccn2)c(C)c1	-0.4	-4.8
63	COc1ccc(NC(=O)CN2CCC(C(N)=O)CC2)c([N+](=O)[O-])c1	1.7	-10.3
64	COc1nc(-c2ccccc2Cl)c2cc(Br)ccc2n1	1.6	-1.8
65	Cc1oc2cc(O)ccc2c(=O)c1N1C(=O)c2ccccc2C1=O	2.3	7.0
66	O=C1c2cccc3c([N+](=O)[O-])ccc(c23)C(=O)N1c1cc(Cl)ccc1O	-1.6	-8.4
67	COc1ccc(C(=O)Nn2c(C)nc3ccccc3c2=O)cc1[N+](=O)[O-]	-0.7	9.4
68	O=C(/C=C/c1ccco1)Nc1ccc(F)c(Cl)c1	-2.9	17.3
69	Cc1nc2c(C(=O)NC3CCCCC3)cnn2c(C)c1Cc1ccc(F)cc1	5.0*	-1.5
70	c1ccc(-c2cc3ccccc3[nH]2)nc1	-2.6	16.8

no.	TEAD-YAP inh	FBW7 act
61	-2.1	0.9
62	4.2	0.0
63	-9.9	0.0
64	7.0	-0.1
65	6.6	0.1
66	10.1	0.1
67	-1.8	0.1
68	-71.6	0.1
69	-10.2	-0.2
70	-37.5	-0.1

# Additional entries follow:
no.	structure	GPR151 ag	MITF inh
71	CCCCCCCCCCCCCCCC(=O)OC[C@H](COP(=O)(O)OC1[C@@H](O)[C@H](O)C(OP(=O)(O)O)[C@H](O)[C@@H]1O)OC(=O)CCCCCCCCCCCCCCC (stereo not given in full)	-0.4	-2.9
72	CS(=O)(=O)Nc1ccc(-c2cnc3cccc(Nc4cccnc4)c3c2)cc1	0.1	-5.7
73	CN(C)c1ccc(C(=O)N2CCN(Cc3ccc4c(c3)OCO4)CC2)cc1	0.5	-5.4
74	CC1CCCC(C)N1C(=O)c1nn2c(C(F)(F)F)cc(-c3ccc(Cl)cc3)nc2c1Cl (stereo not given)	-0.2	-6.6
75	Cc1cc(N2CCOCC2)nc2ccc(NC(=O)c3cccc([N+](=O)[O-])c3)cc12	-1.6	7.3
76	COc1ccc(CCNC(=O)CSc2nc3ccsc3c(=O)n2Cc2ccccn2)cc1OC	0.1	18.8
77	CCC(CC)C(=O)Nc1c(-c2ccc(OC)cc2)nc2cc(C)ccn12	-0.8	5.6
78	N/C(=N\OC(=O)c1cccc(Cl)c1)c1cccc([N+](=O)[O-])c1	-1.0	-0.9

no.	TEAD-YAP inh	FBW7 act
71	/	/
72	-9.0	0.3
73	-11.6	-0.8
74	-10.5	0.5
75	-16.5	1.0
76	-24.0	0.1
77	-16.4	-0.4
78	8.7	-0.1
